Compound activity (PubChem BioAssay)
Mtb UGM inh = inhibitors of M. tuberculosis UDP-galactopyranose mutase. purified UGM, fluorescence polarization probe displacement. inhibition, % at 10 µM. actives 0.06% (n = 320,000). P9WIQ1; in the data active = inhibition above about 10%, passing the limit was not always enough; inconclusive = no clear call, values can overlap the other calls
Target sequence (P9WIQ1 whole entry, looked up): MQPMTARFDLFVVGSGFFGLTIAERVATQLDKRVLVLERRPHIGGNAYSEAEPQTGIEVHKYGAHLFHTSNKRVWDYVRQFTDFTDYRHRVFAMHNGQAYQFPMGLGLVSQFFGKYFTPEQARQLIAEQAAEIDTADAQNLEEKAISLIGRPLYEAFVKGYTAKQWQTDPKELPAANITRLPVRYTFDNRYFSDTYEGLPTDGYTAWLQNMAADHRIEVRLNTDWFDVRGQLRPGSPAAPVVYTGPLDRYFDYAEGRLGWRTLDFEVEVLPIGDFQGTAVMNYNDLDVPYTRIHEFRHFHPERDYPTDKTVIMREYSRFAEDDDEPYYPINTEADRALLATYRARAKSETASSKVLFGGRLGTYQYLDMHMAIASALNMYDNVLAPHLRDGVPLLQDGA
CCHFV vOTU inh = CCHFV vOTU protease inhibition | Pep-AMC fluorescence | inhibition, % at 11.5 µM | actives 0.55% (n = 370,000) | AID 651958; also: 0% = vehicle wells with enzyme and 100% = no enzyme wells
GDH-TPI inh = inhibits GDH-TPI coupling enzymes, artifact for Mtb FBA screen; inhibition, % at 4.8 µM; actives 1.2% (n = 360,000); GDH-TPI coupled enzyme counterscreen, NADH absorbance; AID 588335;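 also: 0% = DMSO wells and 100% = wells lacking the enzyme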
FadD28 FP inh = M. tuberculosis FadD28 bisubstrate binding inhibition; FadD28 bisubstrate probe binding, fluorescence polarization; inhibition, % at 12.5 µM; actives 0.22% (n = 360,000); AID 588549; in the data active = inhibition above about 8.5%, passing the limit was not always enough; inconclusive = no clear call, values can overlap the other calls
DUSP3 inh = blocks human VHR1 dual specificity phosphatase; recombinant VHR phosphatase, pNPP absorbance; inhibition, % at 13.3 µM; AID 1654; P51452; actives 0.52% (n = 290,000); in the data active = inhibition above about 50%; also: some compounds called inactive have numbers as strong as hits
FBA Mtb inh = Mtb fructose-bisphosphate aldolase inhibition; P9WQA3; purified M. tuberculosis FBA, fluorescence read-out; inhibition, % at 1 µM; actives 2.3% (n = 360,000); AID 588726; in the data active = inhibition above about 27%;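 also: 0% = vehicle and 100% = reference inhibitor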
Rv3671c protease = Rv3671c (M. tuberculosis) protease inhibition | P9WHR9 | actives 0.048% (n = 320,000) | inhibition, % at 5.96 µM | AID 2606; in the data active = inhibition above about 38%;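 also: extracellular domain of Rv3671c used as enzyme; 0% = enzyme with DMSO and 100% = no enzyme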
Target sequence (P9WHR9 whole entry, looked up, the tested form may be a part): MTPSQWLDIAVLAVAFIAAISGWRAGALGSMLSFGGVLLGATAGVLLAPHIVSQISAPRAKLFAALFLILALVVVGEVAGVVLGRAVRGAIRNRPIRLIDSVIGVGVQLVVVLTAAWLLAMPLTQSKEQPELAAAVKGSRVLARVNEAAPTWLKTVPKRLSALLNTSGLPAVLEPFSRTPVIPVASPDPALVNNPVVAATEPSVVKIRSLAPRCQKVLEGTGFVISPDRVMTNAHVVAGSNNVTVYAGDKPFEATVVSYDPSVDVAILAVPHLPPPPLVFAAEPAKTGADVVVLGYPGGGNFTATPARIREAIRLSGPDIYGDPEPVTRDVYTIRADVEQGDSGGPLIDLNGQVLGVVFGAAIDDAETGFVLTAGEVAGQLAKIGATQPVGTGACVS
BioA inh = inhibitors of Mycobacterium tuberculosis BioA enzyme; AID 602481; purified M. tuberculosis BioA enzyme, plate reader; inhibition, % at 9.99 µM; actives 0.096% (n = 360,000); in the data active = inhibition above about 40%; inconclusive = no clear call, values can overlap the other calls
BoNT-F LC inh = inhibitors of Botulinum neurotoxin F light chain protease; Multiplex microsphere protease cleavage assay, flow cytometry; AID 588497; actives 0.22% (n = 360,000); inhibition, % at 10 µM; in the data active = inhibition above about 35%, passing the limit was not always enough; inconclusive = no clear call, values can overlap the other calls; also: plate controls were buffer without enzyme for full effect and enzyme alone for no effect
MazF activator = increases E. coli MazEF RNase cleavage of RNA; activation, % at 20 µM; P0AE70; AID 504720; FAM/BHQ RNA-DNA oligo cleavage fluorescence, 5 h; actives 0.32% (n = 350,000); in the data active = activation above about 50%
Target sequence (P0AE70 whole entry, looked up): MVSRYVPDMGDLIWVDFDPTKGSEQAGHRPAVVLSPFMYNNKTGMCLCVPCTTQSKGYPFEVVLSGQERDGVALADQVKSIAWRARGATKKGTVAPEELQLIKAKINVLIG
An asterisk follows results filed as active; ? = inconclusive; / = no result given. Rule as the data show it, unless noted: active = inhibition above about 30%; inactive = the rest.

nr	Structure	Mtb UGM inh	CCHFV vOTU inh	GDH-TPI inh	FadD28 FP inh	DUSP3 inh	FBA Mtb inh	Rv3671c protease	BioA inh	BoNT-F LC inh	MazF activator
1	CCOC(=O)CNC(=O)CSc1ncnc2c1cnn2-c1ccc(Cl)cc1	-0.2	1	13	-1.4	26	7	-9	-0.3	9	-11
2	COc1ccc(CCNC(=O)c2ccc3c(c2)N(Cc2ccccc2)CCS3)cc1OC	3.3	-57	10	-2.6	-9	64*	-3	/	0	3
3	CCn1c(SCC(=O)Nc2nc3c(s2)CCCC3)nnc1-c1ccccc1	1.6	8	3	-3.6	3	1	6	1.4	-1	1
4	Cc1ccc(/C=C/C(=O)OCC(=O)NCc2ccc(Cl)cc2)o1	-2.9	15	25	-3.7	/	-2	-3	0.3	-4	4
5	COc1ccc(NC(=O)/C(C#N)=C\c2cc(OC)c(OCc3ccc(C(=O)O)cc3)cc2Br)cc1	0.9	9	-4	-5.3	18	-2	-4	/	-3	-39
6	O=C(Nc1nc2ccccc2s1)c1cc2c(s1)-c1ccccc1OC2	0.3	-6	2	-1.9	25	6	-14	-1.0	-1	-25
7	Cc1[nH]c2ccc(C(C)C)cc2c1CC(=O)O	-0.7	-4	-5	-2.2	-1	1	0	0.0	?	5
8	Cc1ccc(/C(O)=C2\C(=O)C(=O)N(CCc3c[nH]c4ccccc34)C2c2cccnc2)cc1 (centres undefined)	1.2	0	12	0.9	18	1	5	0.2	-1	1
9	O=C(Cn1cnc([N+](=O)[O-])n1)NC1CC1	-0.8	-3	9	-0.8	34	1	1	/	-1	1
10	N#C/C(=C/c1ccc(-c2ccc([N+](=O)[O-])cc2)o1)C(=O)Nc1nc(-c2cccs2)cs1	/	26	11	-2.7	/	2	/	/	0	-2
11	Cc1ccc2nnc(Cl)n2n1	-0.2	3	1	0.2	2	15	0	-4.8	-8	0
12	C[C@]12CCC3C(CC[C@H]4C[C@H](OC(=O)c5cccnc5)CC[C@]34C)C1CCC2=O (some centres undefined)	3.6	6	3	-1.0	/	1	2	/	6	-5
13	CCOC(=O)Cc1csc(NC(=S)NC(=O)CC(C)C)n1	0.7	18	9	-1.4	-8	-1	-7	1.0	-2	-1
14	CCN(C(=O)COC(=O)CCC(=O)c1cccs1)c1c(N)n(Cc2ccccc2)c(=O)[nH]c1=O	0.1	-6	1	-0.4	/	-2	2	-1.1	-14	3
15	CC(=O)Oc1ccc(N(C(C)=O)S(=O)(=O)c2cc([N+](=O)[O-])ccc2C)cc1	1.4	1	4	-3.6	-4	-3	3	-1.0	0	6
16	CCC1Sc2ccc(S(=O)(=O)Nc3ccc(OC)c(OC)c3)cc2NC1=O (centres undefined)	1.4	-7	1	0.1	-27	1	3	1.2	-10	3
17	CSc1cccc(NS(=O)(=O)c2ccccc2)c1	0.1	2	3	-2.6	-12	-5	-2	1.3	-2	-1
18	O=C(CCNS(=O)(=O)c1ccccc1)N1CCN(c2ccccc2F)CC1	1.9	8	-3	-0.5	2	3	-6	0.6	14	-4
19	CCOC(=O)c1ccc(NC(=O)COc2ccc(S(=O)(=O)NC(C)C)cc2)cc1	-0.2	-13	6	-4.0	4	-4	-1	0.6	-26	2
20	COc1cc(C(=O)N2CCN(S(=O)(=O)c3ccc(F)cc3)CC2)cc(OC)c1OC	1.7	-1	-6	-2.1	36	-1	-1	2.1	2	6
21	Cc1ccc(C(=O)NCCc2nnc3ccc(SCC(=O)Nc4cc(C)on4)nn23)cc1	-1.9	11	-2	-3.1	11	13	-2	0.5	3	-2
22	Cc1cccc(OCC(=O)N(Cc2cccs2)C2CCS(=O)(=O)C2)c1C (centres undefined)	0.0	-11	13	-2.4	31	-3	5	-2.1	-4	1
23	COC(=O)C1=C(O)/C(=C\c2ccc(O)c(OC)c2)N=C1C	-1.0	2	8	-1.9	-8	-11	3	-1.1	-7	-75
24	CC1Cc2cc(/C(O)=C3/C(=O)C(=O)N(CCCn4ccnc4)C3c3ccc(Br)cc3)ccc2O1 (centres undefined)	4.4	15	9	-1.3	-8	0	-7	0.0	5	2
25	CCCCNC(=S)N(CCCN(C)C)Cc1cc2cc3c(cc2[nH]c1=O)OCO3	0.0	-43	26	-1.2	30	22	3	0.5	/	16
26	O=C(Cn1cccc1C(=O)c1ccccc1)NCCN1CCOCC1	0.7	0	7	-2.3	25	-1	4	-2.0	0	39
27	Cc1cccc(OCCCC(=O)Nc2ccc(S(=O)(=O)Nc3ncccn3)cc2)c1C	0.8	3	-3	-4.9	22	0	-3	0.4	-6	1
28	COc1ccc(NC(=O)C2CCCN(C(=O)c3ccc(Cl)cc3)C2)cc1S(=O)(=O)N(C)C (centres undefined)	-2.1	15	-6	-4.3	/	-1	2	0.6	-3	2
29	O=C(COc1ccc(S(=O)(=O)N2CCCCC2)cc1)NCc1cccnc1	1.9	10	1	-1.6	29	2	3	2.8	4	3
30	CCC1CCCCN1C(=O)CSc1nc2c([nH]c3ccccc32)c(=O)n1C (centres undefined)	-3.1	7	18	-3.3	1	1	-6	-1.8	-2	4
31	COc1ccc(COc2ccsc2C(=O)Nc2ccc(Cl)cc2)cc1	-11	14	-2	-3.5	9	-1	-10	-1.3	2	25
32	Cc1ccc(C)c(NC(=O)CSc2nc(=O)n(CCN3CCOCC3)c3c2CCCC3)c1	-0.4	-3	-6	-2.7	/	-1	-6	/	-14	-3
33	CN(C)C(=O)COC(=O)c1cccc(CN2C(=O)c3ccccc3C2=O)c1	2.2	-1	8	-1.3	15	2	-10	/	-8	3
34	CC(=O)c1c(C)nc2ccccc2c1N	0.3	2	16	-1.1	4	0	3	23	-2	8
35	O=C(COC(=O)c1ccc([N+](=O)[O-])cc1Cl)NC(=O)c1ccccc1	-1.4	-9	4	2.7	/	7	8	-0.2	15	1
36	COc1ccccc1Nc1nc(-c2cccc(N3C(=O)c4ccccc4C3=O)c2)cs1	-1.6	3	2	0.8	12	1	-8	/	-3	1
37	CC(C)c1ccccc1NC(=S)N(C)C	-2.6	-4	-6	-2.7	1	-1	-4	-0.1	/	6
38	O=C(CCCN1CCC(C(=O)c2ccc(F)cc2)CC1)c1ccc(F)cc1	-1.3	5	0	-1.3	-10	0	4	-2.1	?	-2
39	CC(=O)Nc1ccc(NC(=O)c2cc(=O)c3ccccc3o2)cc1	-1.3	-5	5	-3.4	33	1	0	10	-4	8
40	Cc1cc(C(F)(F)F)nn1CC(=O)NNC(=S)Nc1ccc(F)cc1	-1.7	-1	3	-1.1	-21	-1	-3	/	-7	3
41	CCC(=O)Nc1ccc(S(=O)(=O)NC[C@H]2O[C@@H](n3cnc4c(=O)[nH]c(N)nc43)[C@H](O)[C@@H]2O)cc1	/	5	/	-1.8	/	-1	/	8.2	-1	/
42	COc1cccc(CN2CC(C(=O)N(C)C3CCOCC3)CCC2=O)c1 (centres undefined)	1.2	-11	18	-0.8	-8	2	-4	-0.4	-12	0
43	Cc1ccc(CSc2nc3ccsc3c(=O)n2Cc2ccccn2)cc1	/	1	-2	-3.9	-5	1	5	1.3	0	6
44	O=C(NC(Nc1nc2ccc([N+](=O)[O-])cc2s1)(C(F)(F)F)C(F)(F)F)c1ccccc1	-0.7	19	7	-2.3	-12	1	2	0.1	-11	-4
45	CC(C)Cn1c(=O)c(C(=O)NCc2ccc3c(c2)OCO3)c(O)c2ccccc21	5.8	11	-1	-4.6	/	-1	-12	-1.3	-8	-1
46	CCOc1ccccc1N(C)S(=O)(=O)c1ccc2[nH]cc(C(=O)N(CCOC)CCOC)c(=O)c2c1	3.6	-12	12	2.6	-16	12	-5	1.7	-2	-11
47	c1cnn(Cc2cnc(N3CCOCC3)s2)c1	0.1	7	-5	-1.0	36	1	6	/	-1	5
48	Cc1cc(C)c(NC(=O)c2cnn(C)c2)c(C)c1	-2.4	-4	7	-0.7	-5	3	3	-1.0	0	4
49	COc1ccc(C(C(=O)NC(C)(C)C)N(C(=O)CNC(=O)c2cccs2)c2ccc(C)cc2)cc1OC (centres undefined)	-1.7	5	9	-0.4	9	5	-8	-0.9	-6	-1
50	CCN(CC)c1ccc(/C=N/NC(=O)c2nnn(-c3nonc3N)c2-c2ccc(C)cc2)cc1	0.3	0	10	0.0	10	24	0	-1.4	13	-4
51	COCCOc1cc(NC(=O)CS(=O)CC(=O)N(C)C)c(Cl)cc1Cl (centres undefined)	-1.7	5	-3	-0.2	0	-1	12	/	5	6
52	COC(=O)C1=C(C(=O)OC)[C@@H]2N(C)c3ccc(OC)cc3[C@@]23C[C@@H](C(=O)OC)N(C(=O)C2CCC2)C3=N1	-0.1	/	/	/	30	/	-4	/	/	8
53	Cn1c(CCC(=O)OCC(=O)NCc2ccc3c(c2)OCO3)nc(=O)c2ccccc21	0.0	-12	-3	-2.4	39	0	0	0.4	2	4
54	CC(C(=O)Nc1cccnc1)C1Sc2ccccc2NC1=O (centres undefined)	-0.3	-12	-5	-2.1	16	0	2	9.5	-13	2
55	c1ccc(COc2cccc(CN3CCCCC3)c2)cc1	-0.8	2	11	-1.4	-7	6	6	0.8	-10	8
56	COc1ccc(NC(=O)[C@@H]2CC=C[C@@H]3CCN(Cc4ccccc4)C(=O)[C@@H]32)cc1	2.3	0	5	-0.9	/	0	-6	-2.6	-9	-3

The listing continues.
nr	Structure	Mtb UGM inh	CCHFV vOTU inh	GDH-TPI inh	FadD28 FP inh	DUSP3 inh	FBA Mtb inh	Rv3671c protease	BioA inh	BoNT-F LC inh	MazF activator
57	Cc1cccc(NC(=O)c2nc[nH]c2C(=O)N[C@@H](CCCCNC(=O)OC(C)(C)C)C(=O)OC(C)(C)C)c1	0.7	19	6	-3.8	15	-3	-56	-0.4	-4	0
58	CCc1ccc(-c2cc(C)no2)cc1S(=O)(=O)NCc1ccco1	-0.2	4	-1	-3.3	0	2	-12	/	0	4
59	Cc1ccc(-c2nn(C)c(=O)c3ccccc23)cc1CO	0.9	0	1	1.1	12	1	-5	0.4	-2	-1
60	Cc1ccccc1CCN(C(=O)CN1C(=O)c2ccccc2S1(=O)=O)C(C(=O)NCC1CCCO1)c1ccncc1 (centres undefined)	4.0	7	0	-1.6	12	-2	1	-4.9	-4	-11
61	CC[C@H]1OC(=O)[C@H](C)[C@@H](O[C@H]2C[C@@](C)(OC)[C@@H](O)[C@H](C)O2)[C@H](C)[C@@H](O[C@@H]2O[C@H](C)C[C@H](N(C)C)[C@H]2O)[C@](C)(O)C[C@@H](C)[C@@H]2N[C@@H](COCCOC)O[C@H]([C@H]2C)[C@]1(C)O	0.2	-7	-3	-2.8	24	-1	1	-2.5	-16	11
62	Cn1c(=O)[nH]c(=O)c2c1nc(NCCCO)n2Cc1ccc(F)cc1	3.7	9	-6	-2.2	-3	2	5	/	4	-7
63	CC12CCC(C(=O)N(NC(=O)c3cccnc3)C1=O)C2(C)C (centres undefined)	1.4	-6	-3	-2.4	-7	2	-11	/	-1	7
64	Cc1nn(-c2ccccc2)c(N)c1C1(O)C(=O)N(C)c2ccccc21 (centres undefined)	-4.8	-17	8	-0.2	-5	1	-4	/	-4	6
65	Cn1c(-c2ccc(F)cc2)cnc1NCc1cccc([N+](=O)[O-])c1	0.1	10	3	-2.7	-12	-2	3	0.7	/	6

Compounds were not picked by outcome; about 4.9% have a hit in one of these screens.
